# NR3A LBD binder: NR3A (human) ligand-binding domain modulation | NR3A LBD differential scanning fluorimetry, Tm shift; 0% = protein alone, 100% = glycine-bound protein | Tm shift relative to glycine control, % at 25 µM | 2.5% of 340,000 active | AID 1259313;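 active means melting temperature shift of at least 10% of the positive control shift, at one fixed dose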
# hIAP inh: blocks human intestinal alkaline phosphatase. P09923. purified IAP, CDP-Star luminescence, 30 min. inhibition, % at 10 µM. 0.12% of 330,000 active. AID 2544;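 active means inhibition reaching a set limit with compound at 10 µM in the primary screen, cut at about 35% in these data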;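 further: plate controls were DMSO wells with enzyme for no effect and no-enzyme buffer wells for full effect; values of inactives mirror those of a sister screen read the other way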
# Target sequence (P09923 whole entry, looked up): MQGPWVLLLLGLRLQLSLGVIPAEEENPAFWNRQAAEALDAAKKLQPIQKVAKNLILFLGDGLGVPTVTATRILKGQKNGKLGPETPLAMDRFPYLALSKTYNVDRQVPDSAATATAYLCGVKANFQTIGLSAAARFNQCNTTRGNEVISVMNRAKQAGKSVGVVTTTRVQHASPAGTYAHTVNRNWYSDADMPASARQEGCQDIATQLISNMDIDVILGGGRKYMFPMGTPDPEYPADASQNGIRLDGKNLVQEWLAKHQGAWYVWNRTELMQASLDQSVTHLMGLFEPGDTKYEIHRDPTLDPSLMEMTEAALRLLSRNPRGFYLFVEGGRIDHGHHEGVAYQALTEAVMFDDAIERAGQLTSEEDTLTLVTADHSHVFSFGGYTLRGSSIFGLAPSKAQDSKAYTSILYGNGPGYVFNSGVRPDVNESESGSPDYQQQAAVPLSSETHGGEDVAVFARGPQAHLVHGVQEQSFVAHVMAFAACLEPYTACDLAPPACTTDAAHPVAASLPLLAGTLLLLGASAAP
# A3A deaminase: human APOBEC3A DNA deaminase inhibition; inhibition, % at 20 µM; recombinant A3A, FAM/TAMRA ssDNA deamination fluorescence; 0.41% of 330,000 active;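 active means at least 40% inhibition at 20 µM here, with at most 30% in a related deaminase screen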;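 further: plate controls were A3A with DMSO for no effect and wells lacking A3A enzyme for full effect; some results filed as inactive read as strong as hits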
# Target sequence (P31941 whole entry, looked up): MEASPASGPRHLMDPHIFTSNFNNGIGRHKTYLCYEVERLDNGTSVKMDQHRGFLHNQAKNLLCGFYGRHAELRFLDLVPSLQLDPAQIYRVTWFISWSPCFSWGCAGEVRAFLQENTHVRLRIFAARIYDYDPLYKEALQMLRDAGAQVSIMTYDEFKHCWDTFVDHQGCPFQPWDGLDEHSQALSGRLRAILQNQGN
# mIAP block: blocks mouse intestinal alkaline phosphatase; purified mouse IAP, CDP-Star luminescence, 30 min; inhibition, % at 10 µM; 0.2% of 330,000 active; AID 2806;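 active means inhibition of at least 40% at 10 µM in the primary screen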;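 further: plate controls were DMSO with enzyme for no effect and no enzyme wells for full effect; values of inactives mirror those of a sister screen read the other way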
# APOBEC3G inh: inhibitors of human APOBEC3G DNA deaminase. Q9HC16. recombinant A3G, ssDNA deamination FAM/TAMRA fluorescence. inhibition, % at 20 µM. 0.28% of 330,000 active;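 active means inhibition of at least 40% at 20 µM, with no more than 30% in the related APOBEC3A deaminase screen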;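 further: plate controls were DMSO wells with A3G for no effect and wells lacking A3G enzyme for full effect; some compounds called inactive have numbers as strong as hits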
# Target sequence (Q9HC16 whole entry, looked up): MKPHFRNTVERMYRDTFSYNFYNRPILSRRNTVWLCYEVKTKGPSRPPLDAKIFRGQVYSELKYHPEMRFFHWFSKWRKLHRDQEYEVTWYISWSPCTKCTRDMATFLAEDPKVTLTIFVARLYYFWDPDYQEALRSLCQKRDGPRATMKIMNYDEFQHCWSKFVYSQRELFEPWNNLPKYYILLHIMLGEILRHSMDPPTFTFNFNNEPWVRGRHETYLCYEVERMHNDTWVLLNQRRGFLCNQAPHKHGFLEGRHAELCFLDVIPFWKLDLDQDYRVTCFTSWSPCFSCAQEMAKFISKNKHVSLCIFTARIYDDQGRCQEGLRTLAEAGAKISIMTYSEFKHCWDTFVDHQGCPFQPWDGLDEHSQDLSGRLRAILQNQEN
# mIAP activ: increases mouse intestinal alkaline phosphatase activity; muIAP, CDP-Star luminescence, 30 min; hits give high values; 1 = vehicle-only enzyme signal, 0 = enzyme-free wells; activation factor at 10 µM; 0.24% of 330,000 active;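 active means activation factor of at least 2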; further: the source names both 10 and 20 µM as test concentration; values of inactives mirror those of a sister screen read the other way
#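 System: Mouse IAP enzyme | Also added: CDP-Star substrate | Dosing: Compounds dispensed in DMSO | Schedule: 30 min enzyme-substrate-compound incubation at room temperature | Technique: Chemiluminescence readout | Control set: DMSO-only wells and no-enzyme negative control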
# beta cell repl: induces beta-cell replication in MIN6 cells; MIN6 cells proliferation, ATPlite luminescence, 48 h; cells starved in 0.2% serum; 100% = growth in 10% serum; 0.29% of 330,000 active; proliferation, % at 10 µM;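 active means compounds whose signal lies at least 3.5 SD above the mean of all wells on their plate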;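 further: 0% = DMSO-treated cells in low-serum medium and 100% = 10% serum control; some compounds called inactive have numbers as strong as hits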
# hIAP activ: human IAP activation | purified human IAP, CDP-Star luminescence, 30 min; hits give high values; 1 = vehicle-only enzyme, 0 = enzyme-free background | P09923 | activation factor at 10 µM | 0.16% of 330,000 active | AID 2524;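 active means activation factor of the enzyme at least 2-fold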; further: the source names both 10 and 20 µM as test concentration; values of inactives mirror those of a sister screen read the other way
# MPTP inh: blocks calcium-induced mitochondrial swelling; isolated mouse mitochondria, Ca2+ swelling absorbance, 30 min; inhibition, % at 10 µM; 1.4% of 360,000 active;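 active means inhibition of 50% or more, scaled per plate between neutral and stimulator controls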;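 further: 0% = DMSO wells given calcium and 100% = 1 mM EGTA wells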
# * = called active by the depositor; · = no result given.
SMILES,NR3A LBD binder,hIAP inh,A3A deaminase,mIAP block,APOBEC3G inh,mIAP activ,beta cell repl,hIAP activ,MPTP inh
COc1ccc(CCNC(=O)C2CCN(C(=O)c3ccc([N+](=O)[O-])cc3)CC2)cc1,0,-21,2,1,2,0.99,-2,1.2,1.5
C/C(=C/c1ccccc1)C(=O)N1CCN(c2ccccc2)CC1,2,-26,-5,2,-8,0.98,-2,1.3,1.5
Cc1cccc(OCc2nnc(SCC(=O)N3CC(=O)Nc4ccccc43)o2)c1,-3,-6,0,-2,-6,1,-1,1.1,0.6
O=C(Cc1ccccc1)Nc1ccc2c(c1)OC1(CCCC1)O2,-2,-12,20,-18,8,1.2,-7,1.1,-0.4
CCCn1c(SCC(=O)N2CCN(CC)CC2)nc2c1c(=O)n(C)c(=O)n2C,-2,6,-2,2,-8,0.98,1,0.94,-1.0
CCN(CC(=O)Nc1ccc(C)c(F)c1)CC(=O)NC(C)(C)C,2,1,1,10,-4,0.9,-2,0.99,1.9
O=C(NCC1COCCO1)c1cc(COc2ccc(F)cc2F)on1 (stereo unspecified),0,-4,-4,11,0,0.89,4,1,-2.6
COc1ccc(OC)c(/C(O)=C/C(=O)C(=O)Nc2cc(C)cc(C)c2)c1,-8,-8,0,-4,-2,1,-3,1.1,-0.9
Cc1c(NC(NC(=O)CC(C)C)C(Cl)(Cl)Cl)c(=O)n(-c2ccccc2)n1C (stereo unspecified),-1,1,1,-5,-3,1,3,0.99,-0.6
CC(C)CN1CCNC(=O)C1CC(=O)NCCc1ccc(C(F)(F)F)cc1 (stereo unspecified),-2,5,-4,10,-7,0.9,-1,0.95,-0.3
Cc1csc(SCC(=O)Nc2nc3ccccc3s2)n1,-22,-2,-2,-14,-9,1.1,-1,1,-7.0
Cc1cccc(C(=O)OCC(=O)NCc2ccc3c(c2)OCO3)c1C,2,11,-2,-5,-3,1.1,0,0.89,0.2
Cc1ccccc1Nc1nc(N)nc(COC(=O)[C@@H](NC(=O)c2c(F)cccc2F)C(C)C)n1,1,-16,-3,-1,-10,1,0,1.2,1.0
CCCCOC(=O)c1cc(=O)[nH]c(=O)[nH]1,-2,-17,-1,3,-11,0.97,-4,1.2,-2.1
Cc1c(-c2ccc(F)cc2)nc(N)c(C#N)c1-c1cccs1,3,19,2,-4,-1,1,-1,0.81,1.3
O=C(Nc1cccc(S(=O)(=O)N2CCCCCC2)c1)c1cc(=O)c2ccccc2o1,-3,8,6,7,-2,0.93,-6,0.92,52*
COc1ccc(NC(=O)CCNS(=O)(=O)c2ccc3c(c2)CCC(=O)N3)cc1,-2,-10,-5,0,-2,1,-1,1.1,0.6
CCN(CC)C(=O)N1c2ccccc2C=Cc2ccccc21,0,8,-1,1,1,0.99,6,0.92,-1.0
O=C(NCCCN1CCOCC1)c1ccc2c(c1)N(Cc1ccc(Cl)cc1)C(=O)c1ccccc1S2=O (stereo unspecified),-3,37*,-5,8,-4,0.92,-6,0.63,0.5
COC12NC(=O)N(C)C1(OC)C(=O)N(C)C(=O)N2C (stereo unspecified),1,18,-4,1,-4,0.99,2,0.82,-0.4
Cc1ccc(NC(=O)c2ccco2)c(NC(=O)c2cccs2)c1,0,12,-4,-4,-5,1,-2,0.88,-0.1
COc1ccc(CN2CC(C(=O)NCCC3=CCCCC3)CC2=O)cc1 (stereo unspecified),-1,-13,1,0,-2,1,-2,1.1,-0.3
CN(Cc1nnc(-c2ccc(F)cc2)o1)c1ccccc1,-1,15,-4,5,-12,0.95,-1,0.85,-4.3
CC(=O)Nc1ccc(Nc2nc(C)nc3c2oc2ccccc23)cc1,2,9,-5,0,-6,1,4,0.91,0.4
COc1ccc2c(c1)[C@H]1[C@H](CO2)[C@H](c2ccccc2)[C@]2(C)C(=O)Nc3cc(C)ccc3C(=O)N12,-1,-2,-1,14,-5,0.86,-6,1,0.1
# The results go on:
SMILES,NR3A LBD binder,hIAP inh,A3A deaminase,mIAP block,APOBEC3G inh,mIAP activ,beta cell repl,hIAP activ,MPTP inh
COC(=O)c1cc(-c2c(C)nn(-c3ccccc3)c2C)n[nH]1,-3,-32,3,6,-2,0.94,-1,1.3,0.3
O=C(O)CCC(=O)NNc1ccccc1[N+](=O)[O-],1,-4,0,0,0,1,0,1,0.7
Cn1c(SCCC#N)nnc1-c1ccc(F)cc1,·,3,-1,11,-7,0.89,-3,0.97,1.8
C[C@]12CC[C@@H]3c4ccc(O)cc4CC[C@H]3[C@@H]1CC[C@@H]2OC(=O)CCC1CCCC1,1,-5,-2,-10,-2,1.1,-8,1.1,-0.6
O=C1C(=O)c2ccccc2C(O)=C1c1ccccc1F,0,-1,1,-1,1,1,-1,1,4.0
COc1ccc(C(=O)Nc2ccccc2C(=O)Nc2ccncc2)cc1,6,-5,1,-1,0,1,-6,1.1,1.6
COC(=O)c1ccc(C(=O)OCCCc2nc3ccc(N)cc3[nH]2)cc1,-1,4,-4,-1,-8,1,-2,0.96,0.6
O=C1CC(N2CCN(Cc3ccc4c(c3)OCO4)CC2)C(=O)N1c1ccccc1 (stereo unspecified),-1,0,3,4,0,0.96,-2,1,-1.5
Cc1cccc(NC(c2ccc(O)cc2)c2ccc3ccc(C)nc3c2O)n1 (stereo unspecified),-12,-78,-3,0,1,1,-6,1.8,-1.9
Cc1nc(SCCc2ccccc2)[nH]c(=O)c1C,0,0,-3,2,-4,0.98,-1,1,0.0
O=c1cc(N2CCCCC2)c(-c2ccccc2)nn1Cc1ccccc1,-1,-19,-3,8,-6,0.92,-5,1.2,4.7
CCOC(=O)c1csc(NC(=O)c2ccc(S(=O)(=O)N(C)C)cc2)n1,1,-13,-4,-3,-9,1,-2,1.1,0.1
CCOc1cccc(-c2nn3c(-c4ccco4)nnc3s2)c1,1,-12,-2,-3,-11,1,0,1.1,5.8
CCCSc1nc2c(c(=O)[nH]c(=O)n2C)n1Cc1ccc(C)cc1,2,-16,4,4,-1,0.96,1,1.2,13
NC(=O)c1ccc(C23CC4CC(CC(C4)C2)C3)o1,-10,1,-2,9,-11,0.91,0,0.99,2.5
CCOC(=O)C1=C(C)N(CCCC(=O)O)C(=O)NC1c1cccc(OC)c1 (stereo unspecified),-2,-1,-1,8,-9,0.92,-2,1,·
CCOc1ccc(C2N(c3ccc(Cl)cc3)C(=O)C3CCCN32)cc1OC (stereo unspecified),-1,-3,-1,2,-1,0.98,-5,1,2.3
Cc1ccc(C(=O)CC2(O)C(=O)N(CN3CCOCC3)c3ccccc32)cc1 (stereo unspecified),-2,-3,-3,-5,-5,1.1,1,1,-0.5
O=C(CSc1nnc(CNC(=O)c2ccco2)o1)Nc1ccc(OC(F)(F)F)cc1,3,13,-3,4,-4,0.96,2,0.87,2.1
Cc1ccc(S(=O)(=O)NCCC(c2ccc(F)cc2)c2ccco2)cc1 (stereo unspecified),-7,-8,-4,-38,-9,1.4,-4,1.1,15
CCCCS(=O)(=O)NC1=NCN(CCOC(=O)c2ccccc2)CN1,1,13,-20,5,-5,0.95,-1,0.87,-2.0
C=CCc1cccc2cc(C(=O)NC(C)(C)C)c(=O)oc12,0,-3,-3,-7,-4,1.1,2,1,0.6
CC(C)NC(=O)CSc1nc2ccccc2c(=O)n1CCCOC(C)C,0,16,1,14,-4,0.85,-1,0.84,0.0
CCN(CC(=O)Nc1ccc2c(c1)OCCO2)C(=O)CC1CCCC1,3,-9,1,-4,-1,1,0,1.1,-3.1
Cc1c(C(=O)N2CCN(Cc3ccccc3)CC2)oc2c1C(=O)CC(C)(C)C2,-2,16,-2,3,0,0.97,-3,0.84,0.0
# Later entries
SMILES,NR3A LBD binder,hIAP inh,A3A deaminase,mIAP block,APOBEC3G inh,mIAP activ,beta cell repl,hIAP activ,MPTP inh
Cc1ccc(NNC(=O)c2snnc2C)cc1Cl,-2,-12,1,9,-5,0.91,-4,1.1,2.6
O=C(O)c1cccc(S(=O)(=O)Nc2ccc(-c3ccccc3)cc2)c1,2,-2,4,-6,-7,1.1,-3,1,-1.0
COc1ccc(CCc2nc(-c3ccc(-n4cccc4)cc3)no2)cc1,-1,8,0,1,-3,0.99,-1,0.92,0.5
COC(=O)c1ccc(-c2noc(CN(C)CCC3CCCCO3)n2)cc1 (stereo unspecified),-1,13,0,-2,-5,1,2,0.87,0.2
CC(C)N(Cc1cc2ccccc2[nH]c1=O)C(=O)C(C)(C)C,-1,18,1,0,-5,1,-1,0.82,4.6
C/C(=N\NC(=O)c1ccccc1O)C1CC1,1,15,1,1,2,0.99,-1,0.85,0.6
CCOC(=O)C1=C(C)C(c2ccccc2)NC(=S)N1 (stereo unspecified),1,19,4,13,-2,0.87,-1,0.81,-0.5
O=C(O)CCC(=O)NNC(=O)CCC(=O)Nc1ccccc1,0,-17,1,31,-2,0.69,3,1.2,-0.9
Cc1cc(C)c(C)c(Cn2c(CO)nc3ccccc32)c1C,2,-23,3,-1,-4,1,-1,1.2,-9.1
COCCN1C(=O)C(=O)/C(=C(/O)c2ccc(S(=O)(=O)N3CCCCC3)cc2)C1c1ccc(OC)cc1 (stereo unspecified),-1,6,-10,1,-6,0.99,-1,0.94,-0.4
CCCn1c(N2CCN(CC(=O)c3c[nH]c4ccccc34)CC2)nc2c1c(=O)[nH]c(=O)n2C,-2,-13,28,0,16,1,-4,1.1,3.5
CC(=O)Nc1cccc(NC(=O)CSc2nnc3ccc(-c4ccccn4)nn23)c1,0,8,-3,9,-8,0.91,1,0.92,-0.5
CNc1nc2c(C)cccn2c(=O)c1C=Nc1ccc(OC)cc1,2,11,0,-1,-2,1,1,0.89,0.2
O=C(Cc1c(O)c2ccccc2[nH]c1=O)N(Cc1ccccc1)Cc1ccccc1,-1,5,2,-10,2,1.1,-4,0.95,1.3
CC(C)c1ccc(/C=C(\NC(=O)c2ccccc2)C(=O)NCCCN2CCOCC2)cc1,0,7,4,-1,0,1,-4,0.93,0.0
COc1ccc(CCNC(=O)CSc2nnc(CNC(=O)c3ccccc3F)o2)cc1OC,2,5,3,6,4,0.94,1,0.95,1.1
CCOC(=O)Cc1csc(SCC(=O)N2CCN(c3ccccc3)CC2)n1,-1,-5,1,-3,-5,1,2,1,1.0
COC(=O)c1cccc(NC(=O)CSc2nnc(C3CC3)n2C)c1,1,9,-2,5,-14,0.95,1,0.91,-0.1
Cc1cccc(NC(=O)COC(=O)c2nn(C)c(=O)c3ccccc23)c1C,-1,8,-2,-6,-5,1.1,-4,0.92,0.1
CCc1ccc(OCC(=O)NC(=S)Nc2ccc(Br)c(C)n2)cc1,0,4,0,-4,-1,1,-2,0.96,0.1
C=CCNC(=O)c1cc(C(=O)C(C)c2ncc(C(F)(F)F)cc2Cl)c[nH]1 (stereo unspecified),-1,4,8,0,-2,1,1,0.96,-1.5
O=C(CSc1ncn[nH]1)Nc1ccc(Cl)c(S(=O)(=O)N2CCOCC2)c1,0,-20,-1,-2,13,1,-3,1.2,1.2
CCN(CC(=O)Nc1ccc2c(c1)OCCO2)C(=O)c1ccccc1Br,-3,2,-3,-4,-8,1,0,0.98,-1.4

# Record cards, from the list above. Screens in order: NR3A LBD binder, hIAP inh, A3A deaminase, mIAP block, APOBEC3G inh, mIAP activ, beta cell repl, hIAP activ, MPTP inh
# Record of CCCn1c(N2CCN(CC(=O)c3c[nH]c4ccccc34)CC2)nc2c1c(=O)[nH]c(=O)n2C : -2, -13, 28, 0, 16, 1, -4, 1.1, 3.5
# Record of COC(=O)c1cccc(NC(=O)CSc2nnc(C3CC3)n2C)c1 : 1, 9, -2, 5, -14, 0.95, 1, 0.91, -0.1
# Record of CCOC(=O)C1=C(C)C(c2ccccc2)NC(=S)N1 (stereo unspecified) : 1, 19, 4, 13, -2, 0.87, -1, 0.81, -0.5
# Record of O=C(O)c1cccc(S(=O)(=O)Nc2ccc(-c3ccccc3)cc2)c1 : 2, -2, 4, -6, -7, 1.1, -3, 1, -1.0
